PKM2 activator: PKM2 (human) enzyme activation; purified PKM2, Kinase-Glo ATP luminescence, activation; response scale: 0% is enzyme alone, no compound; Potency, µM (top dose mostly 57.5 µM), for the others: at the highest dose activation, hits mostly activators; hit rate 0.34% among 260,000; AID 1631; note: potency is the fitted concentration of half-maximal effect; % is set by controls: 0 for no effect and ±100 for the full control effect; nearly all actives have a fitted effect of over 55% in size
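hPK-M2, >95% pure; 0.1 mM ADP / 0.5 mM PEP final; imidazole pH7.2 buffer w/ 7 mM MgCl2, 50 mM KCl; 1 h RT; Kinase-Glo lum. Intermediate enzyme activity for dual inhibitor/activator qHTS.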
Menin MLL FP TR: inhibitors of human menin-MLL interaction, mutant MLL peptide | O00255 | Menin + Texas Red MLL mutant peptide, fluorescence polarization | Potency, µM (series often up to 61.6 µM), for the others: at the highest dose FP activity change, negative = inhibition, usual class: inhibitors | hit rate 0.23% among 270,000 | AID 1768; active = well fitted inhibition curve with a large enough effect in the polarisation, with a control signal flat, not every such curve was filed as active; inconclusive = small, poorly fitted or top-dose-only effect, or effect the other way, or a change in a side signal; inactive = no such curve, though single readings can be large or run the other way; the % refers to the polarisation; note: potency is the fitted concentration of half-maximal effect; % of control where 0% means no effect; many of its hits are not listed in these tables
Target sequence (O00255 whole entry, looked up): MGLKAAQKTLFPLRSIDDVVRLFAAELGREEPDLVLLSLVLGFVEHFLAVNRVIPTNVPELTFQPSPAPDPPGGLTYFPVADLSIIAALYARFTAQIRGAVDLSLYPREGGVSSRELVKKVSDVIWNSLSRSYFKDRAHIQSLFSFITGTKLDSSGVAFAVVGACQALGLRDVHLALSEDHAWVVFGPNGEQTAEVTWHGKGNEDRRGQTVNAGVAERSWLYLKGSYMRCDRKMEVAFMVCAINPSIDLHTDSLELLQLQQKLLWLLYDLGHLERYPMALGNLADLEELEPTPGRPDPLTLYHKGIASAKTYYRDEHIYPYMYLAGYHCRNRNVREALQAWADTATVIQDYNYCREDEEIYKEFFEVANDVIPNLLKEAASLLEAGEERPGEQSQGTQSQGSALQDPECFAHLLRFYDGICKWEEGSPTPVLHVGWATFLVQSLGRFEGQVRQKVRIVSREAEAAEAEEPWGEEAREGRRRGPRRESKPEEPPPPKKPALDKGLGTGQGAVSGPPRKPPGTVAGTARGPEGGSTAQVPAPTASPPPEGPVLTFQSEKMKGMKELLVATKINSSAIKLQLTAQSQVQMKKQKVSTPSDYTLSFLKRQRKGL
TSG101-PTAP inh: blocks PTAP/TSG101 interaction to inhibit HIV-1 budding; Fluorescence polarization, FITC-PTAP peptide / Tsg101 binding; Potency, µM (highest dose often 115 µM), for inactives: at the top dose activity change, negative = inhibition, usual class: inhibitors; 340,000 tested, under 10 active; active = well fitted inhibition curve with a large enough effect in the main read-out, with a control signal flat, not every such curve was filed as active; inconclusive = small, poorly fitted or top-dose-only effect, or effect the other way, or a change in a side signal; inactive = no such curve, though single readings can be large or run the other way; note: potency is the fitted concentration of half-maximal effect; % of control where 0% means no effect
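FP read-out: FITC-PTAP peptide, 50 nM final, binding Tsg101 binding domain, 10 uM final; 20 min, r.t.; 10 mM HEPES pH 7.5, 0.15 M NaCl, 0.01% Tween 20, 3 mM EDTA, 0.1 mM TCEP.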
GALK inh: blocks human galactokinase activity. Purified GALK, Kinase-Glo residual ATP luminescence. Potency, µM (doses to about 57.5 µM), without a hit: top-dose activity change, negative = inhibition, usual class: inhibitors. hit rate 0.007% among 270,000; note: potency is the fitted concentration of half-maximal effect; % is set by controls: 0 for no effect and ±100 for the full control effect
Target sequence (P51570 whole entry, looked up): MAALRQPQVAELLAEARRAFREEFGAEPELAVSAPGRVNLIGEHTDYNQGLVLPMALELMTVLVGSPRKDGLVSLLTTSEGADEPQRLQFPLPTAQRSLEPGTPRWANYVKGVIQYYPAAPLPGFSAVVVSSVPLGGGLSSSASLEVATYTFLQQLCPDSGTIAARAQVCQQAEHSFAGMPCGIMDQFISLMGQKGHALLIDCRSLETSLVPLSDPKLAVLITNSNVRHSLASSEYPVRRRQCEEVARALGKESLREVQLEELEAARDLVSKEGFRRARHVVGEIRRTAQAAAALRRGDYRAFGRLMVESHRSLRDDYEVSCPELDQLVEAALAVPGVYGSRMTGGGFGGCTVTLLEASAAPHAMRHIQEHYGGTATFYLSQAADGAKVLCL
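5 nM enzyme, 35 uM ATP, 100 uM galactose, 20 mM HEPES pH8.0, 5 mM MgCl2; 1 h RT; residual ATP by Kinase-Glo Plus luminescence, qHTS format.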
BCR signal inh: chronic active BCR signaling inhibition; Potency, µM (titrated, usually from 46.1 µM), for inactives: top-dose ratio change, negative = lower green/red ratio, most hits filed as inhibitors; hit rate 0.05% among 340,000; ABC-DLBCL IkBa-CBG/CBR reporter, luminescence ratio, 4 h; AID 493014; active = well fitted inhibition curve with a large enough effect in the signal ratio, with a control signal flat, not every such curve was filed as active; inconclusive = small, poorly fitted or top-dose-only effect, or effect the other way, or a change in a side signal; the % refers to the signal ratio;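 note: potency is the fitted concentration of half-maximal effect; plate controls were basal doxycycline-induced cells for no effect and cells given 10 µM MG132 for full effect; MG132 reads +100%, hits lower the ratio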
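TMD8 human ABC-DLBCL cells with doxycycline-inducible IκBα–green luciferase fusion and unfused red luciferase, in 0.5% FBS medium; compounds up to 46 uM, 4 h at 37C. Green/red luminescence ratio, filter-overlap corrected, fitted to concentration-response curves.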
S-ASM inh: blocks human secretory acid sphingomyelinase. hit rate 0.006% among 340,000. Potency, µM (doses to about 57.5 µM), for inactives: top-dose activity change, negative = inhibition, usual class: inhibitors. placental ASM, HMU-PC fluorogenic substrate, 60 min. P17405; note: potency is the fitted concentration of half-maximal effect
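HMU-PC0 cleavage (9 uM final) by human placental ASM, 60 min at 37 °C following 10 min compound exposure at RT; stopped at pH 10, fluorescence Ex 386/Em 447 nm.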
Integrin act MD: activates integrin-mediated alleviation for muscular dystrophy. alpha7betagal myoblasts, beta-gal FDG fluorescence, 48 h. Potency, µM (doses to about 38.3 µM), for inactives: top-dose activation, most hits filed as activators. hit rate 0.064% among 350,000;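 note: potency is the fitted concentration of half-maximal effect; 100% = response of the positive control SU9516; nearly all actives have a fitted effect of over 60% in size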
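Alpha7betagal+/- myoblasts (passage 13) were plated 16-24 hr, then exposed to compounds (1:260 dilution of DMSO stock) for 48 hours at 37C. After MPER lysis, β-galactosidase reporter activity was read as FDG fluorescence (ex 480/em 540) after 30 minutes.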
Giardia killer: kills Giardia lamblia. Giardia lamblia trophozoite viability. activity change, % at 7.66 µM, hits read low. hit rate 0.15% among 340,000. AID 540267; in the data active = activity change below about -80%; inconclusive = between about -30% and that limit;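 note: parasites exposed to compound for two days anaerobically before the ATP read; % is set by controls: 0 for no effect and ±100 for the full control effect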
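Compounds were tested on trophozoites seeded at 100 cells/well and held 48 hrs at 37 deg C anaerobically. An ATP-based luminescent kit measured the remaining live cells.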
B2AR arrestin: beta2AR (human) beta-arrestin recruitment activity | P07550 | beta-arrestin recruitment to beta2AR, cell-based reporter | Potency, µM (series often up to 46.1 µM), for inactives: top-dose activation, most hits filed as activators | hit rate 0.02% among 330,000;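 note: potency is the fitted concentration of half-maximal effect; 0% = DMSO controls and full agonism = EC100 isoproterenol or metaproterenol; nearly all actives have a fitted effect of over 65% in size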
Tb PFK block: inhibitors of T. brucei phosphofructokinase; AID 485367; O15648; hit rate 0.17% among 330,000; Potency, µM (series often up to 57.5 µM), without a hit: at the highest dose activity, negative = inhibition, most hits filed as inhibitors; T. brucei PFK, ADP-Glo luminescence;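 note: potency is the fitted concentration of half-maximal effect; 0% = uninhibited 1x PFK enzyme wells and -100% = no-enzyme wells; nearly all actives have a fitted effect of over 60% in size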
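1.25 nM PFK with 0.5 mM F6P and 0.1 mM ATP in 0.1 M TEA pH 8.0, 5 mM MgCl2, incubated 45 min at room temperature; ADP measured by ADP-Glo luminescence; compounds titrated up to 57 uM.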
FBPA coupling cs: coupling enzyme interference in Giardia aldolase counter-screen; hit rate 0.67% among 290,000; AID 2472; activity change, negative = inhibition, % at 58.2 µM, hits read low; coupling enzyme system counterscreen, AmpLite Red fluorescence; in the data active = activity change below about -30%; note: % is set by controls: 0 for no effect and ±100 for the full control effect
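Counterscreen of the coupled detection system alone, without aldolase: glyceraldehyde-3-phosphate coupling enzymes plus AmpLite Red readout. Compounds at 57.5 uM final, 10 min RT preincubation, 20 min RT reaction, fluorescence 525/598 nm.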
Numbers without * were called inactive; i = inactive; ? = inconclusive; . = not tested or not shown; [ ] = dose if it differs, or a comment. Unless noted, calls come from the whole dose curve; as a rule, active = well fitted curve in the direction sought with a large enough effect; inconclusive = small, poorly fitted or top-dose-only effect, or another doubt; inactive = no such curve, though single readings can be large; an effect the other way counts as inactive or inconclusive.

SMILES	PKM2 activator	Menin MLL FP TR	TSG101-PTAP inh	GALK inh	BCR signal inh	S-ASM inh	Integrin act MD	Giardia killer	B2AR arrestin	Tb PFK block	FBPA coupling cs
CCOC(=O)c1c(C)c(C(=O)N2CCN(c3ccc(F)cc3)CC2)c(C)n1C	1%	?	-7%	-1%	-18%	2%	?	0	0.2%	-3%	0
CN(C)c1ccc(/C=C/C(=O)c2ccc3c(c2)OCCO3)cc1[N+](=O)[O-]	2%	15%	-5%	-2%	-16%	4%	-13%	-5	-0.2%	4%	0
COCCN(C(=O)C(C)C)c1nnc(-c2ccc(C)cc2)s1	8%	17%	-3%	-4%	20%	-1%	14%	-20	0.3%	-5%	.
O=S(=O)(c1cccs1)n1nnc2ccccc21	21%	4%	3%	9%	0%	3%	12%	-2	0.6%	-2%	-4
NS(=O)(=O)c1ccc(CCNCC(=O)NC2CC2)cc1	1%	.	-2%	.	-7%	-1%	-19%	1	0.0%	5%	1
CC(C)(C)OC(=O)N1CCC[C@H]1C(=O)NCC1CCC(C(=O)O)CC1 (stereo not given in full)	-6%	-4%	-5%	5%	2%	-1%	8%	-18	0.0%	0%	-1
COc1ccc(C)cc1C(=O)CCC(=O)NC1CCCCC1	.	-17%	-2%	0%	-9%	6%	24%	6	-0.1%	0%	0
c1ccc(-c2noc(-c3cccnc3)n2)nc1	-43%	27%	-3%	1%	4%	1%	4%	-17	-0.4%	-6%	1
Cc1ccccc1SCC(=O)OCC(=O)N1CC(=O)Nc2ccccc21	.	.	-4%	.	-11%	-1%	0%	-18	0.1%	4%	.
COc1cccc(CNn2cnnc2)c1O	10%	0%	0%	4%	20%	3%	-23%	-3	-1.1%	-2%	1
NS(=O)(=O)c1ccc(CCNC(=O)COC(=O)/C=C/c2ccc(OC(F)F)cc2)cc1	.	.	1%	.	0%	.	0%	6	-0.3%	1%	.
COc1ccc(C(=O)N(c2ccc(OC)cc2)S(=O)(=O)c2cccs2)cc1	1%	21%	-3%	2%	5%	2%	-3%	-7	-0.3%	1%	0
CCOC(=O)c1sc(NC(=O)CSc2nc3c(c(=O)n2-c2ccc(C)cc2)SCC3)c(C(=O)OCC)c1C	-3%	12%	-2%	.	2%	1%	16%	12	-1.2%	-1%	-3
COC(=O)c1ccc(NC(=O)CCN2CCN(Cc3ccccc3)CC2)cc1	5%	-4%	0%	-3%	-1%	-1%	7%	-5	-0.3%	-2%	2
Cc1nc(CNS(=O)(=O)c2ccc3c(c2)CCCC3)cs1	15%	?	-2%	1%	-9%	0%	11%	8	0.4%	-3%	4
NNC(=O)c1nc(Cl)c(Cl)c(N)c1Cl	-1%	.	-13%	0%	1%	3%	-33%	-17	-0.1%	-7%	0
O=c1cc(CN2CCN(S(=O)(=O)/C=C/c3ccccc3)CC2)c2ccc(O)cc2o1	1%	?	-1%	1%	?	i	0%	3	-1.1%	-4%	2
N#Cc1ccc(/C=C/C(=O)c2ccccc2)cc1	-25%	-29%	-8%	10%	?	1%	-7%	-19	0.4%	0%	-1
Cc1cccc(-c2nc(CSCC(=O)NCc3cccs3)c(C)o2)c1	-8%	.	1%	-3%	11%	-5%	4%	-16	0.1%	1%	-3
COC(=O)c1ccc(C(=O)Nc2ccc3nc(-c4cccnc4)[nH]c3c2)cc1	-2%	1%	4%	0%	15%	1%	28%	10	-0.1%	3%	0

Single records, as listed above. Screens in order: PKM2 activator, Menin MLL FP TR, TSG101-PTAP inh, GALK inh, BCR signal inh, S-ASM inh, Integrin act MD, Giardia killer, B2AR arrestin, Tb PFK block, FBPA coupling cs
O=S(=O)(c1cccs1)n1nnc2ccccc21 reads 21%, 4%, 3%, 9%, 0%, 3%, 12%, -2, 0.6%, -2%, -4
COc1ccc(C(=O)N(c2ccc(OC)cc2)S(=O)(=O)c2cccs2)cc1 reads 1%, 21%, -3%, 2%, 5%, 2%, -3%, -7, -0.3%, 1%, 0

Going on with the list:
SMILES	PKM2 activator	Menin MLL FP TR	TSG101-PTAP inh	GALK inh	BCR signal inh	S-ASM inh	Integrin act MD	Giardia killer	B2AR arrestin	Tb PFK block	FBPA coupling cs
CCOc1cc(/C=N/NC(=O)CSc2nncn2C)ccc1OCc1ccccc1	2%	0%	-5%	1%	4%	-8%	-18%	-26	-0.2%	-6%	4
COc1cccc(C2C(C(=O)c3cccs3)=C(O)C(=O)N2CCN(C)C)c1OC (stereo not given)	-5%	-9%	-6%	-1%	0%	-3%	-1%	31[activator]	-0.1%	-7%	-3
CC(C)C(=O)Nc1ccc(C(=O)NNC(=O)c2cccs2)cc1	-11%	-1%	-4%	1%	-6%	8%	11%	14	-0.4%	-3%	-1
Nc1nnc(COc2ccc(Br)cc2Br)s1	-4%	1%	-6%	7%	?	1%	1%	-2	0.0%	0%	2
Cc1nn(C)cc1-c1cc(C(=O)O)c2ccccc2n1	-10%	-12%	-2%	1%	-12%	15%	15%	-23	0.1%	-7%	1
Cc1cc(C)c2c(N)c(S(=O)c3ccc(C(C)(C)C)cc3)sc2n1 (stereo not given)	-2%	-9%	-13%	0%	0%	-10%	-29%	11	-0.3%	1%	2
c1ccc(OCCn2cnc3ccccc32)cc1	3%	9%	-2%	0%	-3%	-2%	21%	-7	0.0%	-19%	3
COc1ccc(Nc2nc(N3CCN(S(=O)(=O)N(C)C)CC3)nc3ccccc23)cc1	1%	?	-3%	-4%	?	3%	-43%	7	2.6%	-4%	-3
Cc1ccc(C(=O)N2CCN(Cc3ccccc3)CC2)cc1S(=O)(=O)N1CCOCC1	.	.	0%	.	0%	0%	-9%	-22	-2.7%	-2%	.
COc1cc2oc(=O)cc(-c3ccc(-c4ccc(CO)cc4)cc3)c2c(OC)c1OC	.	?	0%	.	-12%	0%	20%	-15	-0.2%	-5%	-3
OC(CN1CCN(Cc2ccccc2)CC1)c1ccccc1 (stereo not given)	-4%	-2%	-5%	0%	1%	0%	-8%	30[activator]	-0.1%	2%	1
Clc1ccc(CNCCC2=CCCCC2)cc1	1%	-10%	-5%	-1%	?	-2%	-7%	2	0.0%	0%	0
Cc1ccc(C2C(C(=O)O)c3ccccc3C(=O)N2C)o1 (stereo not given)	-1%	4%	-3%	0%	?	-1%	4%	18	-0.4%	1%	2
O=C(OCc1ccccc1)c1cccnc1Cl	-1%	1%	-1%	10%	-3%	-1%	3%	7	0.2%	3%	-2
COc1ccc(C2=NOC(C(=O)Nc3ccc(C(C)=O)cc3)C2)cc1OC (stereo not given)	-2%	.	-5%	0%	3%	0%	4%	-11	-0.6%	-1%	2
Fc1ccc(CN2CCSCC2)cc1Br	4%	2%	-1%	9%	1%	1%	0%	17	-0.2%	-27%	1
Cc1cc(NC(=O)C(C)SCC(=O)Nc2ccccc2OC(F)F)no1 (stereo not given)	-5%	2%	.	8%	-1%	2%	25%	-5	6.3%	-4%	-1
Cc1nn(CCc2n[nH]c(=S)n2C2CCCCC2)c(C)c1Br	-3%	-13%	-2%	.	-19%	1%	5%	11	-1.0%	0%	4
O=S(=O)(CCSc1nc2ccccc2s1)c1nc2ccccc2s1	12%	1%	-4%	-4%	?	1%	-66%[inhibitor]	2	-0.3%	0%	-8
Cc1ccc(C(=O)OCC(=O)NCCc2ccccc2)cc1S(=O)(=O)N1CCOCC1	.	.	1%	.	-11%	-2%	28%	-7	-0.1%	-4%	.
CCc1sc(N(C(=O)Cc2ccccc2)c2ccccc2)nc1-c1ccccc1	-5%	.	-1%	0%	3%	-2%	-6%	-14	0.0%	-5%	-2
O=C(O)CC1(CC(=O)N2CCN(CCO)CC2)CCCC1	-1%	5%	-6%	1%	3%	6%	3%	-7	-0.2%	3%	2
CCC(=O)N1CCN=C1SCc1ccccc1Cl	25%	1%	-5%	2%	-18%	-2%	-11%	15	-0.3%	-3%	0
COC(=O)c1sccc1-n1cccc1C(=O)N1CCOCC1	3%	14%	-7%	-3%	2%	0%	-1%	-1	-1.7%	2%	1

Rewritten with two lines to a compound: 2 of the compounds above
Values in the order – PKM2 activator	Menin MLL FP TR	TSG101-PTAP inh	GALK inh	BCR signal inh	S-ASM inh	Integrin act MD	Giardia killer	B2AR arrestin	Tb PFK block	FBPA coupling cs
O=C(O)CC1(CC(=O)N2CCN(CCO)CC2)CCCC1
→ -1%	5%	-6%	1%	3%	6%	3%	-7	-0.2%	3%	2
CCc1sc(N(C(=O)Cc2ccccc2)c2ccccc2)nc1-c1ccccc1
→ -5%	.	-1%	0%	3%	-2%	-6%	-14	0.0%	-5%	-2

This is a subset; count on the stated rates, not on these rows.
